# Screening data as filed in PubChem BioAssay.
# MCF10A rerep – DNA re-replication induction in MCF 10a cells | MCF 10A DNA re-replication, Hoechst nuclear intensity, 48 h | Potency, µM (series often up to 46.1 µM), without a hit: at the top dose activity, positive = re-replication, hits mostly activators | 350,000 tested, 2.9% active; also: % of control where 0% means no effect; nearly all actives have a fitted effect of over 50% in size
# TGFb SMAD3 inh – inhibitors of TGF-b signaling; HepG2 CAGA-GFP TGF-b/SMAD3 reporter, GFP fluorescence, 18 h; TGF-beta stimulated, 500 pg/mL final; Potency, µM (titrated, usually from 46.1 µM), for inactives: top-dose activity, negative = inhibition, actives largely listed as inhibitors; 410,000 tested, 1.2% active; also: % is scaled to controls: 0 for no effect and ±100 for the full control effect; nearly all actives have a fitted effect of over 65% in size
#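 Cell-based qHTS in HEPG2 carrying a CAGA-GFP Smad reporter; compounds added before 500 pg/mL final TGF-beta, 18 h incubation at 37 degrees C, GFP fluorescence quantified per cell by imaging cytometry.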
# Nrf2 activator – activators of Nrf2 (ARE) signaling | AREc32 ARE-luciferase reporter (MCF7-derived line), luminescence, 24 h | Potency, µM (highest dose often 46.1 µM), for inactives: at the highest dose activation, usual class: activators | 410,000 tested, 0.31% active; also: % of control where 0% means no effect; nearly all actives have a fitted effect of over 65% in size
#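 ARE-driven firefly luciferase activity in AREc32 cells measured after a 24 hr compound exposure at 37 deg C, using Steady-Glo reagent and a 30 min room-temperature hold.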
# HepG2 tox – counter-screen for TGF-b inhibitors: cytotoxicity in HepG2 cells; HepG2 CAGA-GFP viability, ATP luminescence, 18 h; Potency, µM (top dose mostly 46.1 µM), without a hit: at the highest dose activity change, negative = cytotoxicity, most hits filed as cytotoxic; AID 588856; 410,000 tested, 0.76% active; also: some results filed as inactive show a strong effect at the top dose
#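 CellTiter-Glo luminescence gave cytotoxicity after 18 hours at 37 degrees C. The cells were HepG2 CAGA-GFP in 1% FBS DMEM, stimulated with 500 pg/mL TGF-beta after compound addition. %Activity was normalised to no-cell wells (complete cell-killing) and DMSO (no toxicity), and curves were fitted and classified.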
# ATXN viability – cell viability loss in ATXN counter-screen; S2 cells (HEK-293 line with an ATXN2-luciferase reporter) viability, CellTiter-Fluor protease fluorescence, 24 h; Potency, µM (highest dose often 56.7 µM), usual class: cytotoxic; 400,000 tested, 0.49% active; also: nearly all actives have a fitted effect of over 40% in size
# EPAC2 antag – blocks human EPAC2 exchange factor; Q8WZA2; EPAC2 GEF exchange of Rap1B-BODIPY-GDP, fluorescence; AID 720708; 360,000 tested, 0.18% active; Potency, µM (highest dose often 114 µM), inactives show top-dose activity, negative = inhibition, usual class: inhibitors; also: % is scaled to controls: 0 for no effect and ±100 for the full control effect; nearly all actives have a fitted effect of over 45% in size; many of its hits are not listed in these tables
# Target sequence (Q8WZA2 whole entry, looked up): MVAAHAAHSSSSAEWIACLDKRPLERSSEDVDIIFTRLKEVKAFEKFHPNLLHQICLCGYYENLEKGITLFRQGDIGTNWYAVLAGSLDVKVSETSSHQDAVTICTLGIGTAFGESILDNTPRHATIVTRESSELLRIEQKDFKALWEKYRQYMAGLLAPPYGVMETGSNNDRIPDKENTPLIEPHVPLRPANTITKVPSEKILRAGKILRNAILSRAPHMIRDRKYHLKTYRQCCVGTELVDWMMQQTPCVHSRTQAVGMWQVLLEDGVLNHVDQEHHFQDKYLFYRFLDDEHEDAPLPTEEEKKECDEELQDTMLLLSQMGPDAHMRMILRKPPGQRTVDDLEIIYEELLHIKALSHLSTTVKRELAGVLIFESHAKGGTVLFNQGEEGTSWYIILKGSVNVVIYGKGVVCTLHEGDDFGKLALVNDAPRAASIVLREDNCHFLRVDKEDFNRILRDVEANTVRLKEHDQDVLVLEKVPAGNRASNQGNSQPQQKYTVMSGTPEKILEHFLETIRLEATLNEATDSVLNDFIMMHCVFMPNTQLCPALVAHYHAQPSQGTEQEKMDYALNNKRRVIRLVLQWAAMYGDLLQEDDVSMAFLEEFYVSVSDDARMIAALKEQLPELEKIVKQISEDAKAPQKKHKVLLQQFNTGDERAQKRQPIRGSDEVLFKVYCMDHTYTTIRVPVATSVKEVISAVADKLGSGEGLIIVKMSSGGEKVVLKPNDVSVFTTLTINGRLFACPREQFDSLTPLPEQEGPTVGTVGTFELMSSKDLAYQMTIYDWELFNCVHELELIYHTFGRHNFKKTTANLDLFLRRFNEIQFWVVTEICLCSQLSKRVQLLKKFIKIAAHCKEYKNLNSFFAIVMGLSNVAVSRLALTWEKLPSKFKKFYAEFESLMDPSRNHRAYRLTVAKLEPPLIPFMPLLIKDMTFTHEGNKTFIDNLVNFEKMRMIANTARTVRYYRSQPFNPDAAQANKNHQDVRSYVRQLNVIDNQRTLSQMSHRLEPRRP
# ATXN2 expr inh – reduces ATXN2 reporter expression in HEK-293 cells | HEK-293 ATXN2-luciferase reporter, luminescence, 24 h | Potency, µM (series often up to 57 µM), inactives show at the top dose activity change, negative = inhibition, usual class: inhibitors | 360,000 tested, 0.72% active; also: % is scaled to controls: 0 for no effect and ±100 for the full control effect; nearly all actives have a fitted effect of over 55% in size
#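 ATXN2-luciferase reporter cells (luciferase flanked by upstream and downstream ATXN2 gene portions) were treated 24 h at 37 °C with compounds at up to 57 uM. SteadyGlo luminescence gave expression; GF-AFC fluorescence gave viability.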
# Nrf2 block – blocks Nrf2 signaling; A549 ARE-Fluc reporter, luciferase luminescence, 18-24 h; Potency, µM (highest dose often 46 µM), inactives show at the top dose activity change, negative = inhibition, most hits filed as inhibitors; 360,000 tested, 2.1% active; AID 504444; also: % is scaled to controls: 0 for no effect and ±100 for the full control effect; nearly all actives have a fitted effect of over 60% in size
#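 Nrf2 activity is the BugLite luminescence, read 15 min after reagent at room temperature, following CellTiter-Fluor cytotoxicity readout (30 min, 37C). Compound titrations were applied for 18-24 h to 5000 A549 ARE_Fluc cells/well in 5% FBS OPTI-MEM.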
# A549 viability – A549 cytotoxicity, counter-screen for Nrf2 inhibitors; A549 ARE-Fluc cells, CellTiter-Fluor viability, 18-24 h; 390,000 tested, 0.16% active; Potency, µM (doses to about 46 µM), for inactives: at the highest dose activity change, negative = cytotoxicity, most hits filed as inhibitors; also: % is scaled to controls: 0 for no effect and ±100 for the full control effect
#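 A549 ARE-Fluc cells in 5% FBS OPTI-MEM, 5000 cells/well, rested 2 h then exposed to compounds in concentration-response for 18-24 h at 37 °C. Viability by CellTiter-Fluor fluorescence (Ex 405/Em 525) after 30 min; luciferase luminescence (BugLite, 15 min, RT) read afterwards.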
# Numbers without * were called inactive; i = inactive; ? = inconclusive; / = not tested or not shown; & = joins results of further samples; [ ] = another dose, or the depositor's remark. Calls follow the shape of the dose curve; as a rule, active = well fitted curve in the direction sought with a large enough effect; inconclusive = small, poorly fitted or top-dose-only effect, or another doubt; inactive = no such curve, though single readings can be large; an effect the other way counts as inactive or inconclusive. Potency is read from the fitted curve at half-maximal effect. This is a subset. The share of hits here may be higher or lower than overall.
SMILES,MCF10A rerep,TGFb SMAD3 inh,Nrf2 activator,HepG2 tox,ATXN viability,EPAC2 antag,ATXN2 expr inh,Nrf2 block,A549 viability
CCCC1Cc2c(sc3nc(SC)nc(N)c23)CO1 (configuration not stated),0%,-1%,2.8%,5%,i,9%,-5%,2%,-2%
CN(C(=O)CSc1n[nH]c(-c2cccs2)n1)C1CCS(=O)(=O)C1 (configuration not stated),0%,7%,0.2%,11µM*,i,4%,3%,1%,4%
C=CCn1c(SCC(=O)N2N=C(c3ccco3)CC2c2ccco2)nnc1-c1ccncc1 (configuration not stated),7%,1%,-0.1%,16%,?,2%,56%[activator],-11%,-17%
O=C1C=C(O)c2[nH]c(=O)ccc2C1=O,2%,0%,-0.7%,-2%,i,-18%,-1%,-15%,?
O=C(Nc1ccc(S(=O)(=O)N2CCOCC2)cc1)c1ccc(Cl)cc1,-5%,-22%,1.5%,-37%,i,-6%,-11%,?,8%
Cc1ccc2c(CC(=O)OC3CCOC3=O)coc2c1 (configuration not stated),1%,59%[activator],0.0%,-2%,i,-3%,-2%,15%,-15%
CC(=O)N1c2ccc(S(=O)(=O)N3CCC(C(=O)NC(C)c4ccccc4)CC3)cc2CC1C (configuration not stated),17%,?,0.0%,4%,i,5%,2%,-6%,-1%
CCN1CCC(NC(=O)Nc2ccc(F)cc2F)CC1,3%,10%,1.2%,4%,i,11%,-5%,8%,6%
COCc1cc(C)nc2sc(C(=O)Nc3ccc(C(C)=O)cc3)c(N)c12,/,46%[activator],8.2%,-27%,/,/,0%,8%,-6%
CC1CCCC(NC(=O)c2ccc(CNc3c(N4CCCC4)c(=O)c3=O)cc2)C1C (configuration not stated),-5%,1%,-0.8%,-8%,i,2%,3%,-7%,10%
Cc1cc(NC(=O)CCC(=O)N(CC(=O)NCC2CCCO2)c2cccc(F)c2)no1 (configuration not stated),1%,0%,0.5%,-29%,i,-4%,-8%,1%,-2%
CCCCCCOc1ccc(/C=C/C(=O)Nc2sc3c(c2C(=O)OC)CCC3)cc1OC,/,7.9µM*,-5.5%,-102%,14µM*,/,?,2%,2%
CCOc1ccc(CC(=O)NC2CC(=O)N(c3ccc4c(c3)OCCO4)C2)cc1 (configuration not stated),/,-1%,3.6%,-4%,/,/,/,/,1%
Cc1ccc(NC(=O)c2ncn(CCCN3CCN(Cc4cccc5ccccc45)CC3)n2)cc1C,?,?,5.8%,-85%,32µM*,-15%,?,-10%,?
CCOC(=O)[C@]12CCC=C1N(Cc1ccc(Cl)cc1Cl)C(=O)[C@H](CC(=O)NCCCN1CCCC1=O)C2,/,/,4.2%,/,i,2%,-9%,/,/
COc1cccc(-c2c(NC(=O)c3ccco3)oc3ccccc3c2=O)c1,2%,8%,5.8%,-6%,i,-7%,-8%,-20%,?
Cc1ccccc1NC(=S)NC(NC(=O)c1ccccc1C)C(Cl)(Cl)Cl (configuration not stated),8%,-26%,-0.6%,-18%,i,16%,33%[activator],?,-1%
CC(C)C12CCC(C(=O)O)C(C1)C(=O)O2 (configuration not stated),-12%,0%,0.4%,0%,i,-5%,-2%,-2%,1%
CC(=O)c1ccc(NC(=O)CSc2nccn2C)cc1,-8%,33%[activator],4.2%,39%,i,-12%,/,?,11%
CC1CC(C)CN(CCCNC(=O)C2CCN(S(=O)(=O)N3CCCCC3)CC2)C1 (configuration not stated),10%,13%,-0.1%,-24%,i,0%,-5%,-16%,28%
Cc1ccc(CNc2nnc(C)c3nnn(Cc4ccc(F)cc4)c23)cc1,/,9%,-0.7%,-1%,i,/,0%,?,-4%
CC(=O)c1ccc(NC(=O)Cn2cc3c(n2)CCCC3)cc1,/,-1%,-0.9%,-1%,i,/,5%,9%,5%
Cc1ccc(C(=O)/C=C/c2ccc(Br)cc2)o1,7.3µM*,0%,25%,-27%,i,9%,-21%,?,?
CCCN1CCc2c(sc(NC(=O)CCS(=O)(=O)c3ccccc3)c2C(=O)OC)C1,18µM*,?,?,15%,?,6%,-3%,-3%,?
COC(=O)c1ccsc1NC(=O)CN1CCN(c2ncccn2)CC1,5%,18%,0.5%,12%,i,-13%,3%,-1%,-3%
O=C(O/N=C1\CCCCC1c1ccc([N+](=O)[O-])cc1[N+](=O)[O-])c1c(F)cccc1F (configuration not stated),16%,0%,5.5%,-13%,i,3%,-7%,7%,2%
COc1ccccc1Nc1nc(NCc2ccco2)c2ccccc2n1,23µM*,?,6.4%,-54%,i,-11%,-30%,?,-24%
O=C(NCc1ccco1)c1csc2c1CCCCC2,?,-22%,2.8%,0%,i,-4%,5%,-11%,0%
COc1ccc(C(CC(=O)Nc2cc(OC)c(OC)c(OC)c2)N2Cc3ccccc3C2=O)cc1 (configuration not stated),/,-1%,0.3%,-17%,/,/,/,-17%,12%
CC(C)c1ccc(C(=O)NNC(=O)c2n[nH]c(=O)c3ccccc23)cc1,3%,6%,9.0%,-14%,i,-24%,6%,-1%,2%
O=C(COC(=O)CCc1ccc(S(=O)(=O)N2CCOCC2)cc1)NCc1ccccc1,-2%,-13%,-0.5%,-7%,i,-3%,3%,9%,-3%
CCOc1ccc(S(=O)(=O)N2CCN(C(=O)c3cc(-c4ccccc4)nn3-c3ccccc3)CC2)cc1,14%,?,0.3%,3%,i,-14%,-6%,?,12%
O=C(CN1CCN(S(=O)(=O)c2ccc(Cl)cc2)CC1)c1ccc(O)c(O)c1,7%,?,0.3%,-24%,i,2%,/,7%,10%
Cc1ccc(CSCCNC(=O)c2ccccc2)cc1,-1%,2%,-0.7%,0%,?,-22%,2%,-1%,10%
CCc1c(C)nc(SCC(=O)N2CCN(c3ccccc3OC)CC2)[nH]c1=O,14%,-1%,0.5%&7.1%,-2%&1%,i,13%,-1%,1%&9%,-2%&0%
CCc1cccc(C)c1N(C(=O)Cn1c(=O)[nH]c2ccccc21)C(C)COC (configuration not stated),4%,?,1.8%,-32%,i,0%,2%,-9%,-14%
CC(C)CC(=O)n1nc(-c2ccco2)nc1NCc1ccc(Cl)cc1,/,7%,0.4%,-17%,i,/,3%,?,3%
CCCC1=Nc2cc(C(=O)NC(C)c3ccccc3)ccc2Sc2ccc(C)cc21 (configuration not stated),/,?,0.4%,-6%,?,/,-17%,4%,-1%
CCCCN(CC)CCCNC(=O)Cn1nc(Cc2cccnc2)c2ccccc2c1=O,23%,-1%,-0.1%,-19%,i,-4%,2%,11%,12%
O=C(CN1CCN(CCOCCO)CC1)N1c2ccccc2Sc2ccc(Cl)cc21,2%,7%,1.1%,-21%,i,1%,-2%,8%,-5%

# An excerpt from above in order of number of heavy atoms, smallest number first.
SMILES,MCF10A rerep,TGFb SMAD3 inh,Nrf2 activator,HepG2 tox,ATXN viability,EPAC2 antag,ATXN2 expr inh,Nrf2 block,A549 viability
CCc1cccc(C)c1N(C(=O)Cn1c(=O)[nH]c2ccccc21)C(C)COC (configuration not stated),4%,?,1.8%,-32%,i,0%,2%,-9%,-14%
O=C(COC(=O)CCc1ccc(S(=O)(=O)N2CCOCC2)cc1)NCc1ccccc1,-2%,-13%,-0.5%,-7%,i,-3%,3%,9%,-3%
CCOc1ccc(S(=O)(=O)N2CCN(C(=O)c3cc(-c4ccccc4)nn3-c3ccccc3)CC2)cc1,14%,?,0.3%,3%,i,-14%,-6%,?,12%

# Other results.
SMILES,MCF10A rerep,TGFb SMAD3 inh,Nrf2 activator,HepG2 tox,ATXN viability,EPAC2 antag,ATXN2 expr inh,Nrf2 block,A549 viability
COc1ccc(Cl)cc1C(=O)O/N=C(\N)c1ccc(Cl)cc1,4%,11%,7.9µM*,2%,i,1%,39%[activator],?,4%
COc1ccc(OCC(=O)Nc2ccc(N3CCN(C(=O)c4ccccc4C)CC3)cc2)cc1,35%,8%,0.2%,-5%,i,1%,-37%,?,2%
CCOC(=O)c1ccc(NC(=S)NC2CC(C)(C)NC(C)(C)C2)cc1,-5%,?,3.7%,11µM*,?,12%,?,/,-2%
Cc1[nH]c(C)c(S(=O)(=O)Nc2cccc(Cl)c2C)c1C(=O)N1CCCC1,-1%,-3%,-0.4%,0%,i,4%,-15%,8%,-1%
O=C(CN1CCN(c2ccc(Cl)cc2)CC1)Nc1ccc(F)cc1,2%,-29%,-0.5%,-13%,i,-24%,-21%,?,?
CN(C)c1ccc(-c2nc(-c3ccncc3)no2)cc1[N+](=O)[O-],/,-10%,0.4%,-18%,?,/,50%[activator],-7%,11%
O=C(Cc1ccccc1)NCC(=O)Nc1cc(Cl)ccc1Cl,0%,4%,0.2%,7%,i,-2%,-10%,5%,6%
COc1ccccc1Nc1nc(-c2c(C)nc3ncccn23)cs1,9%,-19%,7.5%,-74%,?,6%,-33%,12µM*,?
Cc1ccc2c(c1)N(C(=O)CCC(=O)NC1CCN(Cc3ccccc3)CC1)CC(C)O2 (configuration not stated),9%,4%,-0.6%,-26%,i,12%,-17%,4%,-5%
Cc1ccc(-n2ncc(C(=O)N3CCc4ccccc4C3)c2NC(=O)c2ccco2)cc1C,27%,?,-0.1%,-15%,i,-1%,2%,-24%,0%
Cn1c(=O)c2c(ncn2CC(=O)N/N=C/C=C/c2ccco2)n(C)c1=O,-2%,-5%,?,-3%,i,8%,-7%,6%,-4%
N#CC(=C1CCCC1)c1nc(-c2ccccc2)cs1,17%,22%,23%,-3%,i,5%,99%[activator],?,-2%
CC(=O)c1cccc(NC(=O)C2=CC(c3ccc(F)cc3)=NS(=O)(=O)N2C)c1,/,-1%,4.2%,-19%,i,/,-9%,-9%,-4%
CC(C)(C)NC(=O)C(c1ccc(F)cc1)N(CC1CCCO1)C(=O)CCC(=O)Nc1ccccn1 (configuration not stated),-4%,0%,0.5%,-48%,i,10%,-8%,18%,0%
